hIAP inh = human IAP inhibition; P09923; purified IAP, CDP-Star luminescence, 30 min; inhibition, % at 10 µM; 330,000 compounds, 0.12% hits; AID 2544;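 active means inhibition reaching a set limit with compound at 10 µM in the primary screen, cut at about 35% in these data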;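 further: plate controls were DMSO wells with enzyme for no effect and no-enzyme buffer wells for full effect; values of inactives mirror those of a sister screen read the other way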
HKDC1 inh = HKDC1 (human) hexokinase inhibition. Q2TB90. recombinant HKDC1, G6PDH/diaphorase resazurin coupled fluorescence. AID 493160. 340,000 compounds, 0.16% hits. inhibition, % at 20 µM;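 active means inhibition above about 35% when tested at 20 µM, limit read from the data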;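 further: plate controls were DMSO wells with enzyme for no effect and DMSO wells lacking enzyme for full effect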
Target sequence (Q2TB90 whole entry, looked up): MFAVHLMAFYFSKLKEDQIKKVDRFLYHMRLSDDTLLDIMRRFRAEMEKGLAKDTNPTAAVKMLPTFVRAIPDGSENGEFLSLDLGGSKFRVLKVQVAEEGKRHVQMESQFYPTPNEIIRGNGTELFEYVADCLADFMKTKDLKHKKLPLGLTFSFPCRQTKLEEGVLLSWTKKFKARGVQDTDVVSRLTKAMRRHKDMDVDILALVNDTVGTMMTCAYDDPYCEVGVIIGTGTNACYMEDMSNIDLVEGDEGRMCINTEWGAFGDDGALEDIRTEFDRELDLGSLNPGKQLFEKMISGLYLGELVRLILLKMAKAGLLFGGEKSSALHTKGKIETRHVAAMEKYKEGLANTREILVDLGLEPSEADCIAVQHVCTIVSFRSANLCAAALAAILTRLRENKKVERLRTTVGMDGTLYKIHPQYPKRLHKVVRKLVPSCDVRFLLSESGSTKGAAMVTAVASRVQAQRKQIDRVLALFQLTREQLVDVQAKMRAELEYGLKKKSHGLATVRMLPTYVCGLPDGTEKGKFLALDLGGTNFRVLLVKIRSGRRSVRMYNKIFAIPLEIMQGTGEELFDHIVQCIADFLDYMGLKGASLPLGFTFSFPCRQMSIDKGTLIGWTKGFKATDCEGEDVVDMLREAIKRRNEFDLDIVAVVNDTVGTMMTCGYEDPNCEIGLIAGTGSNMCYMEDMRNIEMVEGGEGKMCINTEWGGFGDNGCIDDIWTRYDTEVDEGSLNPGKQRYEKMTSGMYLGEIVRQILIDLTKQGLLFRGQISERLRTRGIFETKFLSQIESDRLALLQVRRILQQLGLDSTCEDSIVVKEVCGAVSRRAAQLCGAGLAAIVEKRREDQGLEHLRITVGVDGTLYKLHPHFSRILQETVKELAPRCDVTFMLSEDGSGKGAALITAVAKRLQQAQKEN
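Test system: recombinant HKDC1 (HK5) hexokinase enzyme, produced in-house / Doses: 20 µM test compound, 1% DMSO / Timing: 90 min, room temperature / Detection: G6PDH/diaphorase-coupled fluorescence, 1 mM NADP, 100 µM resazurin, 525/613 nm / Control set: DMSO wells with and without enzyme mix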
hIAP act = human IAP activation. P09923. purified human IAP, CDP-Star luminescence, 30 min; stronger effect = higher value; 1 = vehicle-only enzyme, 0 = enzyme-free background. activation factor at 10 µM. 330,000 compounds, 0.16% hits. AID 2524;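 active means activation factor of the enzyme at least 2-fold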; further: the source names both 10 and 20 µM as test concentration; values of inactives mirror those of a sister screen read the other way
A3A deaminase = human APOBEC3A DNA deaminase inhibition; P31941; recombinant A3A, FAM/TAMRA ssDNA deamination fluorescence; inhibition, % at 20 µM; 330,000 compounds, 0.41% hits; AID 493011;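 active means at least 40% inhibition at 20 µM here, with at most 30% in a related deaminase screen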;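 further: plate controls were A3A with DMSO for no effect and wells lacking A3A enzyme for full effect; some results filed as inactive read as strong as hits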
ATG4B inhibitor = blocks human ATG4B protease cleavage of LC3 substrate; AID 504462; ATG4B cleavage of LC3-PLA2, NBD-HPC fluorescence, 1 h; inhibition, % at 8.33 µM; 340,000 compounds, 0.51% hits; Q9Y4P1; in the data active means inhibition above about 40%
mIAP act = mouse IAP activation; muIAP, CDP-Star luminescence, 30 min; stronger effect = higher value; 1 = vehicle-only enzyme signal, 0 = enzyme-free wells; activation factor at 10 µM; 330,000 compounds, 0.24% hits; AID 2805;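 active means activation factor of at least 2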; further: the source names both 10 and 20 µM as test concentration; values of inactives mirror those of a sister screen read the other way
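System: mouse IAP enzyme. Reagent: CDP-Star chemiluminescent phosphatase substrate. Benchmarks: DMSO wells, no-enzyme wells. Times: 30 min enzyme-substrate-compound incubation at room temperature. Detection: luminescence from enzymatic CDP-Star hydrolysis. Doses: test compounds delivered from DMSO solution.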
mIAP inh = blocks mouse intestinal alkaline phosphatase | purified mouse IAP, CDP-Star luminescence, 30 min | inhibition, % at 10 µM | 330,000 compounds, 0.2% hits;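 active means inhibition of at least 40% at 10 µM in the primary screen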;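 further: plate controls were DMSO with enzyme for no effect and no enzyme wells for full effect; values of inactives mirror those of a sister screen read the other way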
PfGluPho inh = PfG6PD (Plasmodium falciparum) enzyme inhibition; PfGluPho enzyme, NADPH resazurin-diaphorase fluorescence; inhibition, % at 20 µM; 350,000 compounds, 0.78% hits; AID 504690;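 active means inhibition reaching at least a set limit at 20 µM in the primary screen, cut at about 59% in these data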;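 further: 0% = DMSO wells with substrate and 100% = DMSO wells lacking glucose-6-phosphate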
* = called active by the depositor; . = not tested or not shown. Not a hit list (roughly 2.4% active in at least one column).

mol	hIAP inh	HKDC1 inh	hIAP act	A3A deaminase	ATG4B inhibitor	mIAP act	mIAP inh	PfGluPho inh
O=C(Nc1cccc(C(=O)O)c1)/C(=C\c1ccc2c(c1)OCO2)NC(=O)c1ccccc1Cl	-10	-17	1.1	0	-7	1	-1	-10
O=C(Nc1nc2c(cc3c4c(cccc42)CC3)s1)c1ccccc1Cl	1	0	0.99	-3	43*	0.93	7	5
O=C(O)CC1(CC(=O)Nc2ccc3ccccc3n2)CCCCC1	13	-5	0.87	0	-3	0.85	15	2
O=[N+]([O-])c1ccc(CSc2nnc(-c3cccnc3)o2)cc1	10	9	0.91	-2	0	1	-2	-11
CCCCc1ccc(-n2c(Cc3cccs3)n[nH]c2=S)cc1	-7	-2	1.1	2	16	0.94	6	19
CN1CCN(C2=Nc3ccccc3Oc3ccc(Cl)cc32)CC1	2	3	0.98	-3	-8	0.98	2	10
CCc1nnc(NC(=O)CCC(=O)NCc2ccc(OC)cc2)s1	-25	-6	1.3	-4	3	1.1	-7	-3
COc1ccc2[nH]cc(CCNS(=O)(=O)c3ccc(NC(C)=O)cc3)c2c1	5	-3	0.95	-1	8	1.1	-10	-16
O=C(Cc1ccc(Cl)cc1)Nc1ccc(NC(=O)c2ccccc2)cc1	6	-3	0.94	-4	2	0.98	2	-15
Clc1ccc2nc(-c3ccc(Cl)nc3)[nH]c2c1	14	11	0.86	-1	0	0.99	1	110*
CCC(COC)NCc1cn(-c2ccc(OC)cc2)nc1-c1cccc(F)c1 (stereo not given)	-5	-6	1.1	2	-30	1.1	-11	20
Cc1cccc(C)c1OCC(=O)N(Cc1ccco1)C1CCS(=O)(=O)C1 (stereo not given)	8	-4	0.92	1	-18	0.94	6	-16
O=C(OCc1ccc(COC(=O)c2ccccn2)cc1)c1ccccn1	-8	-4	1.1	0	-6	1	0	-11
O=C(CSc1ccc(Cl)cc1)Nc1ccccc1N1CCN(C(=O)c2ccccc2)CC1	6	-2	0.94	-5	-3	1	0	5
CCOC(=O)c1cc(C)n(-c2ccccc2)c1C	13	-1	0.87	8	6	1	-3	-9

Other compounds.
mol	hIAP inh	HKDC1 inh	hIAP act	A3A deaminase	ATG4B inhibitor	mIAP act	mIAP inh	PfGluPho inh
CC(C)(C)C1CCC(C(=O)Nc2cccnc2)CC1 (stereo not given)	-14	0	1.1	-2	1	1.2	-18	6
COc1ccc(CC(=O)OCN2C(=O)c3ccccc3C2=O)cc1	-6	5	1.1	0	0	0.93	7	-8
COC(=O)/C=C/c1sc2nc(C)cc(C)c2c1N=CN(C)C	5	-7	0.95	-2	-8	0.96	4	31
COc1cc(CNCCO)ccc1OC1CCCC1	14	15	0.86	-2	1	0.85	15	-21
COc1ccc(-c2cc3ccccc3nc2N)cc1OC	11	2	0.89	-2	4	1	0	6
Cc1ccc(S(=O)(=O)NCC(=O)N(CC2CCCO2)C(C(=O)NC2CCCC2)C(C)C)cc1 (stereo not given)	-6	-5	1.1	-2	-7	0.94	6	3
CCOc1ccc(C(=O)Nc2ccc(-c3nc4ccccc4[nH]3)cc2)cc1[N+](=O)[O-]	6	3	0.94	-2	13	1	-1	-20
Cc1c(C)c2ccc(OC(C)C(=O)N3CC[C@@]4(O)CCCC[C@H]4C3)c(C)c2oc1=O (stereo not given in full)	3	0	0.97	2	-11	1	-2	-10
CC(C)[C@H](NC(=O)NC1CCN(Cc2ccccc2)CC1)C(=O)O	-9	-4	1.1	0	1	0.99	1	1
COC(=O)c1ccc(CSc2nnc(CNC(=O)COc3ccc(Cl)cc3)o2)o1	-6	-2	1.1	-1	-3	0.95	5	-15
CC(C)(C)OC(=O)N1CCC(NC(=O)c2ncn(Cc3ccccc3)c2C(=O)NC2CCN(C(=O)OC(C)(C)C)CC2)CC1	-17	-1	1.2	-1	-7	1	-1	24
CC(C)c1nnc(NC(=O)CCC(=O)NC2CCCCCC2)s1	-16	3	1.2	-4	-10	1	0	-8
CC(=O)N1CCc2cc(S(=O)(=O)CCC(=O)NCc3ccc(Cl)cc3)ccc21	-11	-5	1.1	-4	1	1.1	-6	-11
NC(=O)C1CCN(C(=O)COc2ccc3ccc(=O)oc3c2)CC1	6	-7	0.94	-1	-29	0.89	11	-1
CCCn1nc(C(=O)NNC(=O)c2ccc(C)c(C)c2)c2ccccc2c1=O	-50	-4	1.5	0	-4	1.1	-7	12

The list goes on:
mol	hIAP inh	HKDC1 inh	hIAP act	A3A deaminase	ATG4B inhibitor	mIAP act	mIAP inh	PfGluPho inh
O=S(=O)(c1ccc(C(F)(F)F)cc1)N1CCN(CCOc2ccccc2)CC1	21	7	0.79	3	-12	1	0	0
Cc1cc(C)cc(NC(=O)NN2C(C)CCCC2C)c1 (stereo not given)	9	-6	0.91	1	-3	1	-2	1
CC(=O)N1CCc2cc(Br)cc(S(=O)(=O)N3CCCCC3)c21	14	1	0.86	-2	-6	0.98	2	2
CC(=O)N1CCN(c2ccc(NCc3ccc(Br)o3)cc2)CC1	-8	0	1.1	-7	-7	1.1	-11	39
COc1ccc(C(=O)NNC(=O)c2ccccc2[N+](=O)[O-])cc1Br	-3	-1	1	3	3	0.94	6	-20
COCC(=O)NC1CCN(C(=O)Nc2ccc(Br)cc2)CC1	-2	-2	1	-5	4	0.99	1	-5
Cc1ncc([N+](=O)[O-])n1CC(=O)Nc1cc(Cl)ccc1Cl	-6	-5	1.1	-4	-2	0.91	9	-2
CCn1c(SCC(=O)NC2CCCCC2)nnc1-c1cc2cccc(OC)c2o1	2	2	0.98	2	-10	0.97	3	-13
CC(C)N(C(=O)[C@H]1C[C@H](CC(=O)NCc2cccc(C(F)(F)F)c2)C(=O)N2CCc3c([nH]c4ccc(Cl)cc34)[C@]12C)C(C)C	.	3	.	-2	1	1.2	-24	33
CCOC(=O)CCCNC(=O)COC(=O)c1cc2ccccc2cc1O	11	12	0.89	1	-6	0.97	3	4
CC(C)(C)c1cc2nc(N)nc(N)n2n1	11	0	0.89	5	-12	1.1	-9	0
Cc1ccc(S(=O)(=O)N(C)C)cc1NC(=O)CSc1nc2ncc(Cl)cc2[nH]1	8	1	0.92	-2	-11	0.81	19	66*
C#CCOCCOCCOCCNc1nc(N2CCN(C(=O)[C@H](CCCCN)n3cc([C@@H](N)[C@H](C)CC)nn3)CC2)nc(N2CCN(C(=O)[C@H](CCC(=O)O)n3cc([C@@H](N)CCCCN)nn3)CC2)n1	10	-2	0.9	-4	-1	1.1	-6	-10
O=C(c1ccccc1Cl)N1CCN(S(=O)(=O)c2cccs2)CC1	-8	4	1.1	-1	-1	0.97	3	1
CCCC(CCC)C(=O)OC1C[C@H]2CC[C@@H](C1)[N+]2(C)C (stereo not given in full)	-9	-8	1.1	0	2	0.98	2	4

(next part)
mol	hIAP inh	HKDC1 inh	hIAP act	A3A deaminase	ATG4B inhibitor	mIAP act	mIAP inh	PfGluPho inh
Cc1ccc(O)c(NC(=O)c2noc(C(C)C)c2[N+](=O)[O-])c1	16	15	0.83	1	5	0.96	4	-15
O=C(NCCN1CCOCC1)c1cc(-c2cccs2)on1	7	-10	0.93	2	-10	0.98	2	5
COc1cc(-c2noc(CCCC(=O)NCc3ccccc3)n2)cc(OC)c1OC	11	-4	0.89	0	0	1	-3	11
CCSc1nc(N2CCOCC2)c2c(c1C#N)CC(C)(C)N(C)C2	-19	-3	1.2	-10	-4	1.1	-9	-3
Fc1ccc(CO/N=C/C2=C(Cl)c3ccccc3CC2)cc1	10	0	0.9	-5	-1	1	0	-2
CC(=O)[C@@]1(O)CC[C@H]2[C@@H]3C[C@H](C)C4=CC(=O)C=C[C@]4(C)[C@@]3(F)[C@@H](O)C[C@@]21C	-40	0	1.4	0	0	1.1	-12	-15
Cc1[nH]c2ccc(OC(=O)N3CCOCC3)cc2c1C(=O)OC(C)C	5	-11	0.95	-6	-8	1	-1	-3
Cc1ccc(NC(=O)c2ccccc2Br)cc1S(=O)(=O)N(C)C	-1	9	1	-4	9	0.97	3	1
Cc1ccccc1OCCOC(=O)c1nc2nccc(C)n2n1	-8	4	1.1	-1	-10	1.1	-5	2
Cc1cccc(NC(=O)c2cccnc2Cl)n1	2	3	0.98	-2	-6	1.1	-13	1
CCN(CC)S(=O)(=O)c1ccc(S(=O)(=O)N2CCN(C(=O)c3ccco3)CC2)cc1	17	-1	0.83	-2	-3	0.93	7	-11
O=[N+]([O-])c1ccc(O)c(NC(=S)Nc2ccccc2)c1	-9	-3	1.1	-5	-2	0.91	9	30
OC1CCN(Cc2cn(Cc3ccccc3)nc2-c2cc3ccccc3o2)CC1	12	-1	0.88	0	20	1	-3	-2
CCOC(=O)N1N=C(c2ccccc2)CC1(O)C(C)(F)F (stereo not given)	-24	2	1.2	0	5	1.1	-5	-16
O=C(CC1CCCCC1)N1CCC(c2nc(-c3ccc(S(=O)(=O)N4CCCC4)cc3)no2)CC1	-7	-1	1.1	-3	2	0.94	6	-9

(next part)
mol	hIAP inh	HKDC1 inh	hIAP act	A3A deaminase	ATG4B inhibitor	mIAP act	mIAP inh	PfGluPho inh
O=C(Nc1ccccc1)OCC1CCCO1 (stereo not given)	1	-2	0.99	-3	-4	1.1	-14	-2
COc1ccc2cc(C(=O)N3CCOCC3)sc(=O)c2c1OC	-10	-12	1.1	0	4	1	-4	4
COc1cc(/C=N/NC(=O)C(=O)NCc2ccco2)ccc1O	-10	-7	1.1	0	1	0.94	6	11
Cc1ccc(S(=O)(=O)CCN2CCC(O)(c3ccccc3)CC2)cc1	4	-4	0.96	0	1	1.1	-6	6
Cc1cc(C(F)F)nn1CC(=O)NCc1ccccc1F	1	-1	0.99	-5	-3	1.1	-8	-8
COc1ccc(N(CC(O)CN2C(=O)NC(C)(C)C2=O)S(=O)(=O)c2ccccc2)cc1 (stereo not given)	7	3	0.93	2	-3	0.92	8	-15
C[N+]1(CC#CC(O)(c2ccccc2)c2ccccc2)CCCC1	9	-8	0.91	48	6	0.9	10	-1
